HePTP inh: blocks human HePTP tyrosine phosphatase | hit rate 0.64% among 110,000 | inhibition, % at 20 µM | recombinant HePTP phosphatase activity, OD absorbance | P35236 | AID 521; in the data active = inhibition above about 50%;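 note: plate controls were vehicle for no effect and reference inhibitor for full effect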
Target sequence (P35236 whole entry, looked up): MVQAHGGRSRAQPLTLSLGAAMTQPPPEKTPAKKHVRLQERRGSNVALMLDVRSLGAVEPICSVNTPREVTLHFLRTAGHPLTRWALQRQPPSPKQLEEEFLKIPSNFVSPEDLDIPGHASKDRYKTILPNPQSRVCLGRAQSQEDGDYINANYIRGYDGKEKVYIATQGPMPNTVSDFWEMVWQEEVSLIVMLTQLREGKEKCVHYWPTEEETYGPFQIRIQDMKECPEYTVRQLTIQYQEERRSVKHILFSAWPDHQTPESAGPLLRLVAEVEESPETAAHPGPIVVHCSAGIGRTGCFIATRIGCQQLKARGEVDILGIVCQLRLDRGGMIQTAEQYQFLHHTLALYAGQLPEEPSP
BAP1 inh: human BAP1 deubiquitinase inhibition | Q92560 | hit rate 0.48% among 72,000 | activity remaining (% of control), % at 20 µM | recombinant BAP1, Ub-AMC hydrolysis fluorescence kinetic; hits give low values;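 active = activity remaining at or below 50% of control, provided the compound also passes the data quality filters; inactive = the rest, including low values that fail the filters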;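 note: 100% = DMSO wells rate and 0% = substrate alone blank rate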
* = called active by the depositor; · = no result given; & = joins results of further samples. Rows are unselected, and some 0.7% of all compounds hit somewhere here.

SMILES	HePTP inh	BAP1 inh
Cc1ccc(C2CC(c3ccc(Cl)cc3)n3nc(N)nc3N2)cc1 (stereo not drawn)	-6	102
CC1CN(c2ccc(Oc3ccccc3)cc2)c2nc3c(c(=O)n(CC(N)=O)c(=O)n3C)n2C1 (stereo not drawn)	5	82
CC(/C=N/NC(=O)c1cccnc1)c1ccccc1 (stereo not drawn)	-28	·
COc1cccc(N2C(=O)C(=O)/C(=C(\O)c3ccccc3)C2c2ccc(O)c(OC)c2)c1 (stereo not drawn)	-12	·
Cc1ccc(NC(=O)C2C3C=CC(C4CC34)C2C(=O)O)c(C)c1 (stereo not drawn)	-10	·
Cn1c(SCC(=O)OCC(=O)c2ccccc2)nnc1-c1cccs1	13	62
CCOC(=O)C(O)(CCC(O)(C(=O)OCC)C(=O)OCC)C(=O)OCC	-7&-5	81
c1ccc(OCCn2c(-c3ccco3)nc3ccccc32)cc1	-8	102
CCN1CCN(c2ccc(-n3c(C)nc4c(cnn4-c4ccccc4Cl)c3=O)cc2)CC1	6	107
Cc1ccccc1NC(=O)c1ccccc1NC(=O)C(O)(c1ccccc1)c1ccccc1	-3	·
CCN1CCN(c2ncnc3c2cnn3-c2ccc(Cl)cc2)CC1	-5	97
CCOc1cc(OCC)cc(C(=O)Nc2cccc3ccccc23)c1	-6	·
CCN(CC)c1ccc(NC(=O)S(=O)(=O)c2ccccc2)cc1	2	·
CCOC(=O)c1c(NC(=O)COc2ccc(Cl)cc2)sc2c1CCN(C(=O)OCC)C2	10	·
COc1ccc(C(=O)N2CCN(c3ccccc3)CC2)c(OC)c1	7	·
O=C(CN1C(=O)COc2ccccc21)N1CCc2ccccc21	6	113
COC(=O)c1ccccc1NC(=O)CSc1nnc(-c2ccncc2)o1	3	92
O=C(COc1ccc(Br)cc1)Nc1ccncc1	-2	·
CC(=O)Nc1nc(=S)ss1	10	91
O=C(CCN1CCCC1)NCC1COc2ccccc2O1 (stereo not drawn)	-10	193
O=C(c1n[nH]c2c1CCCC2)n1ccnc1	1	116
O=C(NCc1ccc2c(c1)OCO2)c1ccc(C2SCC(=O)N2Cc2ccco2)cc1 (stereo not drawn)	8	·
CCc1cc2c(=O)c(-c3nc4ccccc4s3)coc2cc1OS(C)(=O)=O	-1	·
COc1ccc(CCNCc2csc3nc4ccccc4n23)cc1OC	6	112
CN(C)c1cccc(C(=O)Nc2ccc(Br)cc2F)c1	5	·
O=C(Nc1ccc(Cl)cc1)N1CC=CCC1	7	97
C=CCn1c(=S)[nH]c2sc3c(c2c1=O)CCC(C)C3 (stereo not drawn)	8	·
O=C(CCCC(=O)Nc1cccc(Br)c1)N/N=C/c1cc([N+](=O)[O-])ccc1O	9	·
COc1ccc(N2CCN(C(=O)c3cc(F)c(F)cc3Cl)CC2)c([N+](=O)[O-])c1	5	·
Nc1c(C(=O)NCc2ccco2)sc2nc(N3CCOCC3)c3c(c12)CCCC3	5	98
COC1=CC(CC(=O)c2ccc(OC)c(OC)c2)C(C(=O)c2ccccc2Cl)C=C1OC (stereo not drawn)	5	·
COc1ccc(-c2cc(C(F)(F)F)n3nc(C(=O)OC(C)C)c(Cl)c3n2)cc1	-8	·
C#CCOc1ccc(/C=C2\C(=O)NC(=O)N(c3ccc(Cl)cc3)C2=O)cc1	13	·
Cc1cccc(Nc2ccccc2C(=O)O)c1C	-2	59
COc1cc(/C=N/NS(=O)(=O)c2ccc3ccccc3c2)ccc1OCCN1CCOCC1	4	·
O=C(CSc1oc(-c2cccs2)nc1S(=O)(=O)c1ccc(F)cc1)NCC1CCCO1 (stereo not drawn)	1	93
CCCc1nc(SCC(=O)Nc2cc(C)on2)c2ccccc2n1	-1	101
NC1=C(Nc2ccccc2)C(=O)c2ccccc2C1=O	-12	·
Nc1nc2ccc(C(=O)N3CCCCC3)cc2s1	·	142
COc1ccc(OCc2nnc3n2N=C(c2ccc(Br)cc2)CS3)cc1	0	80

Filtered by structure, the entries above with a thiophene ring, fused or not.
SMILES	HePTP inh	BAP1 inh
Cn1c(SCC(=O)OCC(=O)c2ccccc2)nnc1-c1cccs1	13	62
CCOC(=O)c1c(NC(=O)COc2ccc(Cl)cc2)sc2c1CCN(C(=O)OCC)C2	10	·
C=CCn1c(=S)[nH]c2sc3c(c2c1=O)CCC(C)C3 (stereo not drawn)	8	·
Nc1c(C(=O)NCc2ccco2)sc2nc(N3CCOCC3)c3c(c12)CCCC3	5	98
O=C(CSc1oc(-c2cccs2)nc1S(=O)(=O)c1ccc(F)cc1)NCC1CCCO1 (stereo not drawn)	1	93

The list continues.
SMILES	HePTP inh	BAP1 inh
COCC(=O)N(Cc1ccco1)c1nnc(C2CCOC2)s1 (stereo not drawn)	2	114
COc1ccccc1OCc1nnc(SCC(=O)N2CCCCC2)n1-c1ccccc1	5	100
COc1cc(-c2nnc(COC(=O)CSc3cc(C)c4ccccc4n3)o2)cc(OC)c1OC	8	96
O=C(CCn1c(=S)[nH]c2ccccc2c1=O)NCC1CCCO1 (stereo not drawn)	18	96
Cc1c(C(=O)Nc2ccccc2C(N)=O)cccc1[N+](=O)[O-]	6	·
CCOC(=O)c1cc(CC)sc1NC(=O)c1ccc(N2CCOCC2)c([N+](=O)[O-])c1	·	156
Cc1c(N=Cc2sc3ccccc3c2O)c(=O)n(-c2ccccc2)n1C	-9	·
CCCn1nc(NS(=O)(=O)c2ccccc2)c2cc3ccccc3nc21	3	72
Fc1ccc(OCCn2ccnc2)cc1	0	·
CC1(C)Cc2ccccc2C(=C(C#N)C#N)N1	-22	·
Cc1ccccc1C(=O)Nc1ccc(-c2ccc([N+](=O)[O-])cc2)cc1	12	·
COCCn1c(-c2ccco2)nc2nc3ccccc3nc21	8	·
CCOC(=O)C(C)Sc1nnc(-c2ccccc2O)n1-c1ccc(C)cc1 (stereo not drawn)	-4	88
CCOC(=O)C1CCN(c2c(N3CCN(c4ccccc4OC)CC3)c(=O)c2=O)CC1	2	88
COc1cc(/C=C2/C(C)=C(C#N)c3nc(N)c(C#N)c(C)c32)c([N+](=O)[O-])cc1OC	5	·
COc1ccc(N(CC(=O)Nc2ccc(Cl)cc2)S(=O)(=O)c2ccc(C)cc2)cc1	6	·
COc1ccc(OC)c(NC(=O)/C=C/c2ccc(OC)c(OC)c2)c1	7	·
CCOC(=O)C(N)Cc1ccc(O)c([N+](=O)[O-])c1 (stereo not drawn)	7	·
Cc1ccc(C(=O)N/N=C\c2cc(Cc3ccccc3Cl)ccc2O)cn1	18	·
OC(COc1ccc(Br)cc1)Cn1cnc2ccccc21 (stereo not drawn)	11	·
N#Cc1cc2c(nc1SCC(=O)Nc1nccs1)CCCCC2	2	81
Cc1ccc(C(=O)N/C(=C\c2ccc(Cl)cc2)C(=O)NCC(C)C)cc1	-12	·
CS(=O)(=O)N1CCC(C(=O)Nc2ccccc2Sc2ccccc2)CC1	-5	·
COc1ccc(NC(=O)CN(CCc2ccccc2)S(=O)(=O)c2ccccc2)cc1Cl	5	·
CC=CCOC(=O)C1=C(C)NC(=O)NC1c1ccc(O)c(OC)c1 (stereo not drawn)	·	87
CNC(=O)c1c(O)c2cccc3c2n(c1=O)CC3	4	114
O=C(Cn1c(=O)n(CCC(=O)N2CCc3ccccc3C2)c(=O)c2ccccc21)NCC1CCCO1 (stereo not drawn)	6	97
Cn1c(=O)n(Cc2ccco2)c(=N)c2c3c(sc21)CCC3	13	77
O=C(Nc1ccccc1Cl)c1ccccc1Br	-3	·
CCOC(=O)C1C(=O)C=C(/C=C/c2cccs2)CC1c1ccccc1 (stereo not drawn)	-11	·
COc1ccc(-c2ccc(-c3noc(-c4ccccc4)n3)c(OC)n2)cc1	2	485
Cc1ccccc1Cn1c(=N)n(CC(=O)c2ccco2)c2ccccc21	9	104
O=C(CCCN1C(=O)c2cccc3cccc(c23)C1=O)N1CCN(C/C=C/c2ccccc2)CC1	4	·
COc1ccc(OC)c(-n2cnc(-c3ccc([N+](=O)[O-])cc3)c2)c1NCc1ccccc1	5	·
O=C(CCN1C(=O)S/C(=C\c2ccccc2)C1=O)N1CCOCC1	-4	·
O=C1C=C(C(c2ccccc2)c2ccccc2)C(=O)c2ccccc21	-7	·
Cc1cc(C)n(-c2nc(NCC3CCCO3)c3c4c(sc3n2)COC(C)(C)C4)n1 (stereo not drawn)	-13	488
CC(NS(=O)(=O)c1ccc(OCC(=O)N2CCOCC2)c(Cl)c1)c1ccccc1 (stereo not drawn)	14	106
CC(=O)Nc1cc(-c2ccc(Cl)cc2)nn1Cc1ccc(Cl)cc1	9	·
CCOc1cc(/C=N\n2cnnc2)ccc1OCCOCCOc1ccc(C)cc1	-7	·

Look-ups from the list.
Cc1cccc(Nc2ccccc2C(=O)O)c1C in BAP1 inh reads 59
COc1ccc(OC)c(-n2cnc(-c3ccc([N+](=O)[O-])cc3)c2)c1NCc1ccccc1 in HePTP inh reads 5
COc1cccc(N2C(=O)C(=O)/C(=C(\O)c3ccccc3)C2c2ccc(O)c(OC)c2)c1 (stereo not drawn) in HePTP inh reads -12
CCOC(=O)C1C(=O)C=C(/C=C/c2cccs2)CC1c1ccccc1 (stereo not drawn) in HePTP inh reads -11
O=C(Cn1c(=O)n(CCC(=O)N2CCc3ccccc3C2)c(=O)c2ccccc21)NCC1CCCO1 (stereo not drawn) in HePTP inh reads 6
O=C(c1n[nH]c2c1CCCC2)n1ccnc1 in BAP1 inh reads 116

Later entries:
SMILES	HePTP inh	BAP1 inh
O=C(NC1CCCCC1)C1CCCN1C(=O)NCc1ccccc1 (stereo not drawn)	-1	88
CC(=O)OC[C@H]1O[C@@H](n2ncc(=O)[nH]c2=O)[C@H](OC(C)=O)[C@@H]1OC(C)=O	8	91
CC(C)(C)c1ccc(/C=C/C(=O)Nc2ccc([N+](=O)[O-])cc2)cc1	11	·
COc1ccccc1C(NC(=O)Cc1ccccc1)c1ccc2cccnc2c1O (stereo not drawn)	2	71
O=C(CCc1ccccc1)Nc1cc([N+](=O)[O-])ccc1F	-7	·
CCn1nnnc1-c1ccc(OC)c(S(=O)(=O)Nc2ccc(Cl)cc2)c1	-3	·
CN(C)c1ccc(C2/C(=C(\O)c3ccc(F)cc3)C(=O)C(=O)N2CCCCCC(=O)O)cc1 (stereo not drawn)	0	·
Cc1cc(NCc2ccco2)nc2cc(O)ccc12	-1	·
COC(=O)c1[nH]c2ccccc2c1NS(=O)(=O)c1ccc(OC)cc1OC	3	101
COc1ccc(C(=O)Nc2ccc(O)c(-c3nc4ccccc4o3)c2)cc1OC	13	·
CC1CCN(CC(=O)Nc2ccccc2C#N)CC1	3	78
O=C(Nc1cccc(I)c1)c1ccccc1C(F)(F)F	6	·
O=C(c1ccncc1)N1N=C(c2ccncc2)CC1(O)C(F)(F)F (stereo not drawn)	2	·
O=C(COC(=O)c1ccco1)Nc1nc2ccccc2s1	0	102
CC(C(=O)N1CCCc2c1c(=O)oc1ccc(O)cc21)N1CCc2ccccc2C1 (stereo not drawn)	0	81
O=C(Nc1ccc(Cl)c([N+](=O)[O-])c1)C1c2ccccc2Oc2ccccc21	·	65
COc1ccc2[nH]c(C)c(C/C=C(/C)Cl)c(=S)c2c1	9	·
CCC(C)c1ccc(NC(=O)c2cccnc2)cc1 (stereo not drawn)	12	95
Cc1cc(OCCNCCO)cc(C)c1Cl	4	99
COc1ccc(CNC(=O)CN(c2ccc(C)cc2C)S(=O)(=O)c2ccc(C)cc2)cc1	10	·

Entries of single compounds, quoted from the list. Values in the order: HePTP inh	BAP1 inh
Cc1cc(NCc2ccco2)nc2cc(O)ccc12 as listed: -1	·
CC(=O)OC[C@H]1O[C@@H](n2ncc(=O)[nH]c2=O)[C@H](OC(C)=O)[C@@H]1OC(C)=O as listed: 8	91

Remaining list, next part
SMILES	HePTP inh	BAP1 inh
O=C(Nc1ccc2c(c1)C(=O)N(c1cccc(O)c1)C2=O)c1ccc(Br)cc1	·	71
CCC(C)c1c(O)nc(SCc2ccccc2)[nH]c1=O (stereo not drawn)	1	130
O=C(Cc1ccc(F)cc1F)Nc1cccc2ccccc12	3	·
CCC(NC(C)C)C(O)c1ccc(O)c(O)c1 (stereo not drawn)	6	71&94
CCOC(=O)COc1ccc2cc(-c3nc4ccccc4o3)c(=O)oc2c1	-8	·
Cc1ccc(-c2nc(O)c(C3=c4cc(C)cc(C)c4=NC3=O)s2)cc1	-12	·
O=C(Nc1nnc(CC2=CCCCC2)s1)c1cccs1	3	·
Clc1ccc(-c2nnc(-c3cccs3)o2)cc1	11	·
O=C(Nc1cccc(C(F)(F)F)c1)c1nn2c(c1Cl)NC(c1ccccc1)CC2C(F)(F)F (stereo not drawn)	-2	·
COc1cc(NC(=O)c2cc3nc(-c4ccc(OC)c(OC)c4)cc(C(F)(F)F)n3n2)cc([N+](=O)[O-])c1	·	101
Cc1ccc(C(=O)Nc2ccccc2C(=O)NC(Cc2ccccc2)C(=O)O)cc1 (stereo not drawn)	11	·
O=C(O)CCCC(=O)NCCc1cccc(Cl)c1	0	85
O=C(Cc1ccccc1)Nc1cccc(NC(=O)c2ccc(Cl)cc2Cl)c1	-15	·
Cc1ccc(NC(=O)N2C(=O)C3(OCCO3)c3ccccc32)cc1	-5	91
COc1ccc(C(=O)N/N=C/c2ccc(Sc3nnnn3-c3ccccc3)o2)cc1OC	-3	·

Screening results (PubChem BioAssay)
